High-throughput results from PubChem BioAssay.
PRC2 inh – inhibitors of human EZH2/PRC2 methyltransferase | inhibition, % at 12.5 µM | AID 651548 | actives 0.35% (n = 57,000) | PRC2 H3K27 methylation, DELFIA TRF, 1 h | Q15910;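 active = mean inhibition of replicates at least 50% and every single replicate also reaching 50%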;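 also: dimethyl H3K27 on biotinylated H3 21-44 peptide detected by antibody; plate controls were median neutral control wells for no effect and median positive control wells for full effect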
IDH1 mut inh – blocks human IDH1 R132H reductase activity | inhibition, % at 10 µM | diaphorase/resazurin fluorescence, 60 min | actives 0.18% (n = 70,000) | AID 624101; in the data active = inhibition above about 34%;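 also: 0% = DMSO and 100% = no enzyme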
Target sequence (O75874 whole entry R132H): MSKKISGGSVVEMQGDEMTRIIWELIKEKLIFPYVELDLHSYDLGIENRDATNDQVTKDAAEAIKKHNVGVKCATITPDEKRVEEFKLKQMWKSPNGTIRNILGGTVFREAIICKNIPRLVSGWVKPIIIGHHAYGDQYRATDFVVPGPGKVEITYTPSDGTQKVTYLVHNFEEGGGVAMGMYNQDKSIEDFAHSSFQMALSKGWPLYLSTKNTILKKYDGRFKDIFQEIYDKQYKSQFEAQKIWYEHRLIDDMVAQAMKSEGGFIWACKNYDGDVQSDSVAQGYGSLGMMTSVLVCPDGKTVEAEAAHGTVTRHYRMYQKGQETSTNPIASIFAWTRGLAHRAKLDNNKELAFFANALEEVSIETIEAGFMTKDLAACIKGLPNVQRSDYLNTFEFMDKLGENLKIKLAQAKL
The depositor's hits bear a star; x = no result given.

SMILES	PRC2 inh	IDH1 mut inh
CCS(=O)(=O)Nc1ccc2c(c1)C(=O)N(C)C[C@@H](OC)[C@H](C)CN(C(=O)c1ccc3c(c1)OCO3)[C@H](C)CO2	12	0.1
CC(C)NC(=O)N[C@@H]1CC[C@H](CC(=O)NCCCN(C)C)O[C@H]1CO	0	0.1
C[C@@H]1CN([C@H](C)CO)C(=O)c2cc(NS(=O)(=O)c3cn(C)cn3)ccc2O[C@H]1CN(C)C(=O)Nc1ccc(C(F)(F)F)cc1	x	1.9
C[C@@H]1CN([C@H](C)CO)C(=O)c2cc(C#CC3CC3)cnc2O[C@H]1CN(C)S(=O)(=O)c1cccc(F)c1	-2	-7.0
O=C(CSc1nnc(-c2ccccc2Br)o1)c1ccc2c(c1)OCCO2	19	0.3
CO[C@H]1CN(C)C(=O)c2ccc(NC(=O)C3CC3)cc2OC[C@@H](C)N(C(=O)Cc2ccccn2)C[C@H]1C	-1	-0.1
Cc1ccc(S(=O)(=O)N(C)C[C@H]2Oc3ccc(NC(=O)CCCN(C)C)cc3CC(=O)N([C@H](C)CO)C[C@H]2C)cc1	-3	x
CNC[C@H]1Oc2ccc(NC(=O)CCCN(C)C)cc2C(=O)N([C@H](C)CO)C[C@H]1C	3	1.4
C/C=C/c1ccc2c(c1)O[C@@H](CN(C)C(=O)c1ccncc1)[C@H](C)CN([C@H](C)CO)S2(=O)=O	x	-0.2
C[C@H]1CN([C@@H](C)CO)C(=O)Cc2cc(NC(=O)CCC(F)(F)F)ccc2O[C@@H]1CN(C)S(C)(=O)=O	1	0.1

Shown with two lines to a compound: entries from further up.
Below each compound: PRC2 inh | IDH1 mut inh
- Cc1ccc(S(=O)(=O)N(C)C[C@H]2Oc3ccc(NC(=O)CCCN(C)C)cc3CC(=O)N([C@H](C)CO)C[C@H]2C)cc1
    -3 | x
- CNC[C@H]1Oc2ccc(NC(=O)CCCN(C)C)cc2C(=O)N([C@H](C)CO)C[C@H]1C
    3 | 1.4
- C/C=C/c1ccc2c(c1)O[C@@H](CN(C)C(=O)c1ccncc1)[C@H](C)CN([C@H](C)CO)S2(=O)=O
    x | -0.2
- C[C@H]1CN([C@@H](C)CO)C(=O)Cc2cc(NC(=O)CCC(F)(F)F)ccc2O[C@@H]1CN(C)S(C)(=O)=O
    1 | 0.1

(further entries)
SMILES	PRC2 inh	IDH1 mut inh
O=C(C[C@H]1C[C@H]2c3cc(NS(=O)(=O)c4ccc(F)cc4)ccc3O[C@H]2[C@H](CO)O1)N1CCCCC1	6	-0.1
N#Cc1c(C(F)(F)F)cc(-c2cccs2)nc1SCC(=O)Nc1ccc2ccccc2c1	-26	-0.2
CCC(=O)N(C)C[C@H]1Oc2cc(-c3ccncc3)ccc2S(=O)(=O)N([C@H](C)CO)C[C@@H]1C	6	3.4
CCC(=O)N(C)C[C@H]1Oc2cc(C#CCN(C)C)ccc2S(=O)(=O)N([C@@H](C)CO)C[C@@H]1C	10	-4.0
C[C@H](CO)N1C[C@H](C)[C@@H](CN(C)C(=O)C2CCC2)Oc2ncc(C#Cc3ccccc3F)cc2C1=O	x	-0.1
CO[C@H](CN(C)C(=O)Nc1ccc(F)cc1)[C@@H](C)CN(Cc1ccccc1Cl)[C@@H](C)CO	4	0.0
O=C(C[C@H]1C[C@@H]2c3cc(NC(=O)CC4CC4)ccc3O[C@@H]2[C@@H](CO)O1)NCc1ccncc1	-16	-0.5
COc1ccc(S(=O)(=O)N(CC(=O)Nc2ccc3c(c2)OCCO3)C2CCCCC2)cc1Cl	-5	0.2
COc1ccccc1-c1cnc2c(c1)C(=O)N([C@@H](C)CO)C[C@H](C)[C@@H](CN(C)Cc1ccc(C(=O)O)cc1)O2	4	-1.1
CO[C@@H]1CN(C)C(=O)c2ccc(NC(=O)c3ccc(F)cc3)cc2OC[C@@H](C)N(C(=O)CN(C)C)C[C@@H]1C	14	0.3

Compound profiles (already shown). Order of values: PRC2 inh, IDH1 mut inh
N#Cc1c(C(F)(F)F)cc(-c2cccs2)nc1SCC(=O)Nc1ccc2ccccc2c1 is listed with -26, -0.2
C[C@H](CO)N1C[C@H](C)[C@@H](CN(C)C(=O)C2CCC2)Oc2ncc(C#Cc3ccccc3F)cc2C1=O is listed with x, -0.1
O=C(C[C@H]1C[C@@H]2c3cc(NC(=O)CC4CC4)ccc3O[C@@H]2[C@@H](CO)O1)NCc1ccncc1 is listed with -16, -0.5
O=C(C[C@H]1C[C@H]2c3cc(NS(=O)(=O)c4ccc(F)cc4)ccc3O[C@H]2[C@H](CO)O1)N1CCCCC1 is listed with 6, -0.1

Continuation.
SMILES	PRC2 inh	IDH1 mut inh
C[C@H](CO)N1C[C@H](C)[C@H](CN(C)Cc2ccc(Oc3ccccc3)cc2)Oc2ccc(NS(C)(=O)=O)cc2C1=O	-1	x
C[C@H]1CN([C@@H](C)CO)C(=O)c2cc(NC(=O)Nc3ccc(F)cc3)ccc2O[C@H]1CN(C)S(C)(=O)=O	-3	-4.4
Cc1ccc(NC(=O)CSc2nnc(-c3cccnc3)s2)cc1	-13	1.7
C[C@@H]1CN([C@H](C)CO)S(=O)(=O)c2ccc(C#Cc3ccccn3)cc2O[C@H]1CN(C)C(=O)C1CC1	-6	-1.9
COc1ccc(NC(=O)N(C)C[C@H]2Oc3c(NC(=O)NC4CCCCC4)cccc3C(=O)N([C@@H](C)CO)C[C@@H]2C)cc1	0	-1.5
C[C@H](CO)N1C[C@H](C)[C@H](CN(C)C(=O)c2ccncc2)Oc2cc(C#Cc3ccncc3)ccc2S1(=O)=O	x	1.5
CC1=CC2(CO)C(=O)[C@]3(CO3)[C@H]1[C@H]1[C@]2(C)C=C(CO)C(=O)[C@]12CO2	4	x
O=C(NCc1cccnc1)c1cnn2c1NC(c1ccccc1)CC2C(F)(F)F (stereo not drawn)	x	2.7
COc1ccccc1CNC(=O)C[C@@H]1C[C@H]2c3cc(NC(=O)C4CCOCC4)ccc3O[C@H]2[C@@H](CO)O1	2	-0.1
NCC[C@@H]1CC[C@@H](NC(=O)NC2CCCCC2)[C@@H](CO)O1	-3	0.0
Cc1noc(C)c1NC(=O)N(C)C[C@H]1Oc2ccc(NC(=O)Nc3ccc4c(c3)OCO4)cc2CC(=O)N([C@@H](C)CO)C[C@H]1C	x	1.6
CC(=O)Nc1ccc(NC(=O)CN(C)S(=O)(=O)c2ccccc2)cc1	-24	0.4
CCC(=O)N[C@H]1CC[C@@H](CC(=O)NCc2cc(F)cc(F)c2)O[C@H]1CO	12	-0.2
C[C@H]1CN([C@@H](C)CO)C(=O)Cc2cc(NS(C)(=O)=O)ccc2O[C@@H]1CN(C)C	3	0.4
C[C@H](CO)N1C[C@H](C)[C@H](CN(C)CC2CC2)OCc2ccccc2-c2ccccc2C1=O	6	1.3
C[C@H](CO)N1C[C@H](C)[C@H](CN(C)S(=O)(=O)c2ccc(Cl)cc2)Oc2ccc(NS(C)(=O)=O)cc2CC1=O	x	2.4
C[C@@H]1CN([C@@H](C)CO)C(=O)c2cccc(NC(=O)NC3CCCCC3)c2O[C@H]1CN(C)C(=O)Nc1ccccc1	x	2.8
CCC(=O)Nc1ccc2c(c1)C(=O)N(C)C[C@@H](OC)[C@H](C)CN(Cc1ccccn1)[C@@H](C)CO2	-3	0.4
NNC(=O)C1C2CCCCC21 (stereo not drawn)	-5	1.4
C[C@H]1CN([C@@H](C)CO)C(=O)c2cc(NS(=O)(=O)c3cccs3)ccc2O[C@H]1CN(C)S(=O)(=O)c1ccccc1	x	-1.0
Cc1ccc(S(=O)(=O)Nc2ccc3c(c2)C(=O)N([C@H](C)CO)C[C@@H](C)[C@H](CN(C)CC2CC2)OCCCC[C@@H](C)O3)cc1	-23	x
C[C@@H]1CN([C@@H](C)CO)C(=O)c2cccc(NC(=O)c3ccc(-c4nccs4)cc3)c2O[C@H]1CN(C)C(=O)Nc1ccccc1	x	-3.7
C[C@@H]1CN([C@@H](C)CO)C(=O)Cc2cc(NC(=O)Nc3ccc(C(F)(F)F)cc3)ccc2O[C@@H]1CN(C)Cc1ccncc1	x	3.3
COCC(=O)N(C)C[C@H]1Oc2cc(C#CCC3CCCC3)ccc2S(=O)(=O)N([C@@H](C)CO)C[C@H]1C	-7	-0.8
COC1CC(OC2C(C)OC(OC3C(C)OC(OC4C(C)OCC(OC5C(O)C(O[C@H]6CC[C@@]7(C)C(=CC[C@]8(O)C7CC(OC(=O)c7ccccc7)[C@@]7(C)[C@]8(O)CC[C@@]7(O)C(C)=O)C6)OC(CO)C5OC5OC(CO)C(O)C(O)C5O)C4OC)CC3OC)CC2OC)OC(C)C1O (stereo partly drawn)	x	-0.3
NS(=O)(=O)c1ccc(CCNC(=O)c2cc(-c3ccccn3)nc3ccc(Br)cc23)cc1	14	0.3
C[C@H](CO)N1C[C@H](C)[C@@H](CN(C)Cc2ccc(C(=O)O)cc2)Oc2ccc(NC(=O)Nc3ccc(C(F)(F)F)cc3)cc2CC1=O	x	2.1
O=C(O)/C=C/c1ccc(O)c(O)c1	x	-3.8
C[C@@H]1CN([C@H](C)CO)C(=O)c2cc(NS(=O)(=O)c3ccccc3)ccc2O[C@@H]1CN(C)S(=O)(=O)c1cn(C)cn1	x	-2.0
CCCNC(=O)Nc1ccc2c(c1)OC[C@@H](C)N(Cc1ccccc1)C[C@H](C)[C@H](OC)CN(C)C2=O	-16	0.1
C[C@@H]1CN([C@H](C)CO)C(=O)c2cc(-c3cccc(C#N)c3)cnc2O[C@H]1CN(C)Cc1cccnc1	-2	0.3
O=C(C[C@@H]1C[C@@H]2c3cc(NC(=O)NC4CCCC4)ccc3O[C@@H]2[C@H](CO)O1)NCCc1ccccc1	-5	0.0
O=C1c2ccccc2C(=O)N1[C@@H]1CCCN(Cc2cccc(OCCO)c2)C1	-6	x
COC(=O)c1c(NC(=O)CN2C(=O)c3ccccc3C2=O)sc(C)c1-c1ccccc1	12	0.1
COc1cccc(NC(=O)N[C@H]2C=C[C@@H](CC(=O)N3CCOCC3)O[C@H]2CO)c1	6	0.2
C[C@H]1CN([C@@H](C)CO)C(=O)c2cccc(NS(=O)(=O)c3cccs3)c2O[C@@H]1CN(C)Cc1ccc(Oc2ccccc2)cc1	x	3.9
CC(C)(C)OC(=O)N1CCC[C@H]1/C=N/NC(=O)CCCCCCC(=O)O	34	x
C[C@@H]1CCCCO[C@@H](CN(C)C(=O)NC2CCCCC2)[C@@H](C)CN([C@@H](C)CO)C(=O)c2cc(N(C)C)ccc2O1	11	-4.1
CNC[C@H]1Oc2ccc(NC(=O)Nc3ccc(C(F)(F)F)cc3)cc2C(=O)N([C@H](C)CO)C[C@H]1C	-10	0.0
CCCN(C)C[C@H]1Oc2cc(C#CC3CCCCC3)ccc2S(=O)(=O)N([C@@H](C)CO)C[C@H]1C	5	0.3
O=C(N[C@@H]1CC[C@H](CC(=O)N2CCCCC2)O[C@@H]1CO)c1ccccn1	3	0.2
CS(=O)(=O)Nc1ccc2c(c1)[C@H]1C[C@@H](CC(=O)NCc3cccc(F)c3)O[C@H](CO)[C@H]1O2	0	-0.1
CCc1nn(-c2ccccc2)c2nc(-c3ccccc3O)c3cc(OC)c(OC)cc3c12	-39	3.3
C[C@H]1CN([C@@H](C)CO)S(=O)(=O)c2ccc(C#CC(C)(C)O)cc2O[C@@H]1CN(C)Cc1ccc(-c2ccccc2)cc1	28	x
Cc1noc(C)c1S(=O)(=O)Nc1ccc2c(c1)C(=O)N([C@H](C)CO)C[C@@H](C)[C@@H](CN(C)C(=O)NC(C)C)OCCCC[C@@H](C)O2	x	3.7
COCC#Cc1ccc2c(c1)O[C@@H](CN(C)C)[C@@H](C)CN([C@@H](C)CO)S2(=O)=O	x	-0.3
COCC(=O)N(C)C[C@H]1Oc2cc(C#CCC3CCCC3)ccc2S(=O)(=O)N([C@@H](C)CO)C[C@@H]1C	-6	4.2
COc1ccc(S(=O)(=O)Nc2ccc3c(c2)CC(=O)N([C@H](C)CO)C[C@H](C)[C@@H](CN(C)S(=O)(=O)c2cn(C)cn2)O3)cc1	x	-25

Laid out differently: entries from further up
O=C(C[C@H]1C[C@@H]2c3cc(NC(=O)CC4CC4)ccc3O[C@@H]2[C@@H](CO)O1)NCc1ccncc1
- PRC2 inh: -16
- IDH1 mut inh: -0.5

CCC(=O)Nc1ccc2c(c1)C(=O)N(C)C[C@@H](OC)[C@H](C)CN(Cc1ccccn1)[C@@H](C)CO2
- PRC2 inh: -3
- IDH1 mut inh: 0.4

NNC(=O)C1C2CCCCC21 (stereo not drawn)
- PRC2 inh: -5
- IDH1 mut inh: 1.4

C[C@@H]1CN([C@@H](C)CO)C(=O)c2cccc(NC(=O)c3ccc(-c4nccs4)cc3)c2O[C@H]1CN(C)C(=O)Nc1ccccc1
- PRC2 inh: x
- IDH1 mut inh: -3.7

A portion of the library (hit frequency here may not be typical).
